High-throughput results: PubChem BioAssay, National Center for Advancing Translational Sciences (NCATS)
Mito fusion act: blocks mitochondrial division or promotes mitochondrial fusion | S. cerevisiae fusion-defective mutant growth rescue, CellTiterGlo 48 h | 320,000 tested, 0.23% active | AID 485298 | Potency, µM (doses to about 46.1 µM), inactives show top-dose growth rescue (activation), usual class: activators;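 further: potency means the concentration at half of the fitted maximal effect; % of control where 0% means no effect; nearly all actives have a fitted effect of over 45% in size; temperature-sensitive fusion mutants such as fzo1-1 at 37 °C on non-fermentable ethanol glycerol medium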
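Growth-rescue viability read-out: after 48 h at the non-permissive 37C in glycerol/ethanol YPEG, yeast mitochondrial fusion mutants are measured by CellTiterGlo luminescence; compounds (23 nl pinned per well) restoring growth score as division inhibitors or fusion activators.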
TSHR antag: human thyrotropin receptor antagonism. P16473. TSHR-expressing cells, TSH-stimulated cAMP HTRF, 2 h; stronger effect = lower value. activity change, negative = inhibition, % at 11.5 µM. 330,000 tested, 0.2% active;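 active means activity change below a set negative limit, meaning inhibition stronger than a set level, cut at about -70% in these data; inconclusive means activity change between two set negative limits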; further: on the % scale 0 is the no-effect control and ±100 the full control effect
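Antagonism was scored as loss of TSH-driven cAMP in TSHR cells, stimulated with 4nM TSH (EC80) for 2 hours at 37 deg C and detected by homogeneous HTRF competition immunoassay.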
ASM inhibitor: human S-ASM enzyme inhibition. P17405. Potency, µM (top dose mostly 57.5 µM), for the others: at the top dose activity change, negative = inhibition, most hits filed as inhibitors. placental ASM, HMU-PC fluorogenic substrate, 60 min. 340,000 tested, 0.006% active; further: potency means the concentration at half of the fitted maximal effect
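Steps: dispense placental human ASM, pin compound, wait 10 min at room temperature, add HMU-PC0 substrate at 9 uM final, incubate 60 min at 37 °C, add stop solution raising pH to 10, read fluorescence.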
Integrin act MD: integrin-mediated muscular dystrophy alleviation activation; alpha7betagal myoblasts, beta-gal FDG fluorescence, 48 h; Potency, µM (series often up to 38.3 µM), without a hit: top-dose activation, hits mostly activators; 350,000 tested, 0.064% active;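 further: potency means the concentration at half of the fitted maximal effect; 100% = response of the positive control SU9516; nearly all actives have a fitted effect of over 60% in size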
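alpha7betagal+/- myoblasts (passage 13, 250/well) treated 48 h at 37C with compounds at 1:260 dilution of DMSO stock. Lysed, then beta-galactosidase activity read as FDG fluorescence (ex 480/em 540) after 30 min, with pre-read for autofluorescence.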
PTAP TSG101 blk: blocks PTAP/TSG101 interaction to inhibit HIV-1 budding; Fluorescence polarization, FITC-PTAP peptide / Tsg101 binding; Potency, µM (titrated, usually from 115 µM), inactives show top-dose activity change, negative = inhibition, usual class: inhibitors; 340,000 tested, under 10 active; active means well fitted inhibition curve with a large enough effect in the main read-out, with a control signal flat, not every such curve was filed as active; inconclusive means small, poorly fitted or top-dose-only effect, or effect the other way, or a change in a side signal; inactive means no such curve, though single readings can be large or run the other way; further: potency means the concentration at half of the fitted maximal effect; % of control where 0% means no effect
Target sequence (Q99816 whole entry, looked up): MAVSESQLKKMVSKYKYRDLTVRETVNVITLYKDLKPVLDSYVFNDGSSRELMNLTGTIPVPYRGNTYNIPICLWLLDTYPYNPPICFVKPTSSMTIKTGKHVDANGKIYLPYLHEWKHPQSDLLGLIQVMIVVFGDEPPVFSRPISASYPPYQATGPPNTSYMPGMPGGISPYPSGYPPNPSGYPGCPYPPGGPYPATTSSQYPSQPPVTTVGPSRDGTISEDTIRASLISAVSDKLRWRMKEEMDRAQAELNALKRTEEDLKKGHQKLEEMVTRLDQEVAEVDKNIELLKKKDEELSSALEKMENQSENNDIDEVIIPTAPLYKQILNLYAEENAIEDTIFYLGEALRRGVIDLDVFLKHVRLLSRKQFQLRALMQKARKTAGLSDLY
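FP read-out: FITC-PTAP peptide, 50 nM final, binding Tsg101 binding domain, 10 uM final; 20 min, r.t.; 10 mM HEPES pH 7.5, 0.15 M NaCl, 0.01% Tween 20, 3 mM EDTA, 0.1 mM TCEP.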
MBNL1 CUG block: inhibitors of human MBNL1 binding to CUG repeat RNA. TR-FRET MBNL1-His/biotin-(CUG)12 binding, 665/545 ratio. 280,000 tested, 0.036% active. Potency, µM (doses to about 57.5 µM), without a hit: at the top dose activity change, negative = inhibition, actives largely listed as inhibitors; active means well fitted inhibition curve with a large enough effect in the signal ratio, with a control signal flat, not every such curve was filed as active; inconclusive means small, poorly fitted or top-dose-only effect, or effect the other way, or a change in a side signal; inactive means no such curve, though single readings can be large or run the other way; the % refers to the signal ratio; further: potency means the concentration at half of the fitted maximal effect; on the % scale 0 is the no-effect control and ±100 the full control effect
Target sequence (Q9NR56 whole entry, looked up): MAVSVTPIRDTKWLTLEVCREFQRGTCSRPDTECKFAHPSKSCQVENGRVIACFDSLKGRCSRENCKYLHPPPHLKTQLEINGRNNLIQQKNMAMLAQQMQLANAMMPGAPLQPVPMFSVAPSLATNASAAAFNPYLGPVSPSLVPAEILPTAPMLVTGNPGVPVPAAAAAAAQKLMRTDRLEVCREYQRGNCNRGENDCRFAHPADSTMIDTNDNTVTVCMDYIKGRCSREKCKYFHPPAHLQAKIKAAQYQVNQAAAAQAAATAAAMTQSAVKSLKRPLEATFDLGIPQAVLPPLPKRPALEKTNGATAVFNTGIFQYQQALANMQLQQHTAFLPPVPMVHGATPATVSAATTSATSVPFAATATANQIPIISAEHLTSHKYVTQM
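TR-FRET between His-tagged MBNL1 and biotin-(CUG)12 RNA, detected with Tb anti-His antibody (0.055 ng/ul) and streptavidin-XL665 (5 nM), 60 min at room temperature. Compounds titrated 92 nM to 58 uM; 665/545 nm ratio normalized to buffer and complex controls.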
Menin MLL FP TR: inhibitors of human menin-MLL interaction, mutant MLL peptide. AID 1768. Potency, µM (titrated, usually from 61.6 µM), without a hit: at the top dose FP activity change, negative = inhibition, usual class: inhibitors. O00255. Menin + Texas Red MLL mutant peptide, fluorescence polarization. 270,000 tested, 0.23% active; active means well fitted inhibition curve with a large enough effect in the polarisation, with a control signal flat, not every such curve was filed as active; inconclusive means small, poorly fitted or top-dose-only effect, or effect the other way, or a change in a side signal; inactive means no such curve, though single readings can be large or run the other way; the % refers to the polarisation; further: potency means the concentration at half of the fitted maximal effect; % of control where 0% means no effect; many of its hits are not listed in these tables
CXXC DNA block: MLL CXXC-DNA interaction inhibition; AID 2662; Q03164; Potency, µM (highest dose often 115 µM), for inactives: at the highest dose activity change, negative = inhibition, hits mostly inhibitors; 290,000 tested, 0.037% active; MLL-CXXC / FITC-HOXA9 DNA fluorescence polarization; active means well fitted inhibition curve with a large enough effect in the polarisation, with a control signal flat, not every such curve was filed as active; inconclusive means small, poorly fitted or top-dose-only effect, or effect the other way, or a change in a side signal; inactive means no such curve, though single readings can be large or run the other way; the % refers to the polarisation; further: potency means the concentration at half of the fitted maximal effect
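Fluorescence polarization: 7 uM MLL-CXXC (stock) preincubated 5 min with compounds, then 50 nM fluorescein-HOX-A9 DNA (stock) added; 30 min ambient. Buffer 50 mM Tris-HCl pH 7.5, 50 mM NaCl, 1 mM DTT, 0.05% BSA.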
A-T KAP1 phos: potential ataxia-telangiectasia treatment; […] A-T fibroblasts, KAP-1 phosphorylation AlphaLISA; neocarzinostatin DNA damage 30 min before lysis; Potency, µM (doses to about 57.5 µM), for the others: at the highest dose activation, most hits filed as activators; 320,000 tested, 0.19% active; AID 485349; further: potency means the concentration at half of the fitted maximal effect; % of control where 0% means no effect; nearly all actives have a fitted effect of over 45% in size
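hTERT-immortalized A-T patient fibroblasts ([…]), 500 cells/well in OPTI-MEM, 1% FBS, got compounds for 60 min, then NCS for 30 min at 37C. Lysates were then assayed for phospho-KAP-1 by AlphaLISA (anti-pKAP1 donor, anti-KAP1 acceptor beads), 6 hr at 25C.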
TCR act: T cell receptor activation. primary human leukocytes, anti-CD3, IL-2 HTRF, 48 h. Potency, µM (highest dose often 9.22 µM), inactives show top-dose activation of IL-2 secretion, actives largely listed as activators. 330,000 tested, under 10 active; further: % of control where 0% means no effect
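Activity was scored as IL-2 release from primary human leukocytes given only a TCR signal (a-CD3 beads) plus compound for 48 hr. Detection used a two-antibody HTRF format read at 665nm.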
The depositor's hits bear a star; ? = inconclusive; . = not tested or not shown; & = joins results of further samples; [ ] = remark or other dose. Unless noted, the call rests on the fitted dose curve; in most records, active means well fitted curve in the direction sought with a large enough effect; inconclusive means small, poorly fitted or top-dose-only effect, or another doubt; inactive means no such curve, though single readings can be large; an effect the other way counts as inactive or inconclusive. The list is partial; count on the stated rates, not on these rows.

The first two compounds, to show the layout:
SMILES	Mito fusion act	TSHR antag	ASM inhibitor	Integrin act MD	PTAP TSG101 blk	MBNL1 CUG block	Menin MLL FP TR	CXXC DNA block	A-T KAP1 phos	TCR act
Cc1cccc(/C=N\Nc2cn[nH]c(=O)c2Cl)c1	2%	0	-2%	8%	.	?	-15%	3%	5%	.
CCC(C)[C@H](N)c1cn([C@@H](Cc2ccc(O)cc2)C(=O)N2CCNCC2)nn1 (some centres undefined)	-3%	3	1%	18%	-8%	-6%	14%	-11%	0%	-3%

All compounds of this part (from the top)
SMILES	Mito fusion act	TSHR antag	ASM inhibitor	Integrin act MD	PTAP TSG101 blk	MBNL1 CUG block	Menin MLL FP TR	CXXC DNA block	A-T KAP1 phos	TCR act
Cc1cccc(/C=N\Nc2cn[nH]c(=O)c2Cl)c1	2%	0	-2%	8%	.	?	-15%	3%	5%	.
CCC(C)[C@H](N)c1cn([C@@H](Cc2ccc(O)cc2)C(=O)N2CCNCC2)nn1 (some centres undefined)	-3%	3	1%	18%	-8%	-6%	14%	-11%	0%	-3%
CCOC(=O)N1CCC(NC(=O)C2CCN(S(=O)(=O)N3CCC(C)CC3)CC2)CC1	-1%	-1	1%	7%	-2%	?	12%	-14%	1%	-4%
O=C(CN1C(=O)NC2(CCCc3ccccc32)C1=O)N1CCc2ccccc2C1 (centres undefined)	-2%	6	4%	-9%	0%	?	24%	-5%	-1%	-1%
COc1ccc(C[C@H]2CN3C(=NC[C@H]3C)N2CCNC(=O)CCC2CCCCC2)cc1	1%	0	-4%	-16%	0%	9%	-16%	-20%	12%	3%
COc1ccc(C(=O)Cn2nnc(-c3ccc(N4CCOCC4)cc3)n2)cc1OC	-2%	-1	-9%	-39%	-4%	14%	-1%	6%	0%	1%
O=C(NNC(=O)c1cccnc1)Nc1cccc(Cl)c1Cl	0%	-7	5%	-21%	-3%	2%	8%	-1%	2%	-5%[46.1 µM]
Cc1cccc(C(=O)NCCCNC(=O)c2ccc(C)nc2)c1	3%	-5	0%	6%	-1%	-1%	-5%	6%	5%	5%
COc1ccc(Nc2ncc(C(=O)N3CCN(c4ccc(F)cc4)CC3)c3ccccc23)cc1	9%	-21	-12%	2%	1%	-2%	-6%	10%	5%	-3%
COc1cccc(NC2=C(C#N)C(=O)NC(c3cccc(OC)c3O)S2)c1 (centres undefined)	6%	7	-5%	-42%	-3%	2%	.	-10%	-1%	-3%
CCCCn1c(N)c(N(CC(C)C)C(=O)CSc2nnc(C)n2-c2ccc(OC)cc2)c(=O)[nH]c1=O	-7%	13	.	21%	-2%	.	.	.	0%	0%
O=C(NCC1CCCO1)Nc1ccc(Cl)cc1 (centres undefined)	-2%	.	-2%	-15%	-4%	7%	0%	10%	.	2%
Cc1ccccc1OCc1nc2ccccc2c(=O)n1/N=C/c1cccc([N+](=O)[O-])c1	6%	36	-9%	-5%	-1%	-10%	-5%	?	7%	8%[46.1 µM]
COc1ccc(F)cc1S(=O)(=O)Nc1cc2c3c(c1)CCC(=O)N3CCC2	-2%	7	-3%	-6%	-2%	.	.	.	-10%	2%
C=CCC[C@@H](Cc1ccc(F)cc1)C(=O)OC[C@@H]1CCCN1C(=O)[C@@H](CC=C)CC(=O)N[C@@H](CO)Cc1ccccc1	.	-1	-16%	0%	0%	.	.	.	8%	-3%
NNC(=O)CCc1nc2ccccc2[nH]1	-1%	7	.	.	.	2%	-2%	-13%	1%	.
O=C(CN1CCOCC1)NNC(=O)c1ccc(Cl)cc1	.	-8	-1%	-1%	-5%	.	.	.	2%	-3%
CCOc1ccc(Cn2c(SCCCCC#N)nc3c2c(=O)n(C)c(=O)n3C)cc1OCC	5%	-2	-3%	35%	-6%	-7%	-8%	25%	1%	-3%
Cc1ccc(C)c(-n2c(SCC(=O)O)nc3sc4c(c3c2=O)CCCC4)c1	4%	23	-2%[11.5 µM]	-25%	-3%	-1%	-3%	-6%	6%	3%
O=C(COC(=O)c1ccc(Cl)nc1)NCc1ccco1	3%	-7	2%	3%	-4%	-4%	4%	0%	-1%	4%
CN1C(=O)/C(=C/c2cc(C(C)(C)C)c(O)c(C(C)(C)C)c2)NC1=S	0%	-6	1%	7%	1%	4%	1%	9%	-5%	-2%
COc1ccc2c(c1)OC/C(=C/c1cccs1)C2=O	11%	-21	3%	-39%	-2%	?	15%	39%[activator]	-3%	-4%[46.1 µM]
O=C(CN(C(=O)c1csnn1)c1ccccc1F)NCc1ccc2c(c1)OCO2	-6%	9	2%	-67%[inhibitor]	-1%	-4%	-4%	-9%	3%	-1%
Cc1cc(O)c(Oc2cc(C)cc(O)c2O)c(O)c1	0%	-1	-5%	-23%	0%	-12%	0%	32%[activator]	-14%	5%
Cc1c(NC(=O)c2csc3c2CCCC3)c(=O)n(-c2ccccc2)n1C	1%	-1	-1%	-19%	-4%	-5%	-13%	7%	6%	7%
Cc1cc2cc(CNC(=O)CC(C)C)ccc2n1C	-1%	42	0%	-6%	2%	?	-30%	15%	-7%	0%
O=C(COC(=O)c1cc2c(s1)CCCCC2)NC1CCS(=O)(=O)C1 (centres undefined)	-1%	8	-2%	-10%	-1%	.	.	.	8%	-1%
O=[N+]([O-])c1cc(S(=O)(=O)N2CCCC2)ccc1N/N=C/c1cccs1	-5%	-4	0%	4%	-5%	9%	?	8%	-2%	-5%
COCCNC(=O)/C(C#N)=C/c1c(F)cccc1Cl	-7%	-2	-4%	-54%[inhibitor]	0%	-4%	-1%	7%	6%	2%
C=CCN1CN(S(=O)(=O)c2cccs2)c2nc3ccccc3nc21	7%	-3	26%	-20%[7.66 µM]	-9%	12%	21%	-4%	-1%	.
COc1cc2c(cc1OC)C(c1cccs1)CC(=O)N2 (centres undefined)	7%	.	2%	1%	-4%	-5%	?	1%	.	-1%
COc1ccc(OC)c(C(=O)NC(CC(N)=O)c2ccc(N3CCC(Cc4ccccc4)CC3)c([N+](=O)[O-])c2)c1 (centres undefined)	2%	4	-4%	10%	-8%	8%	21%	-13%	6%	-8%
Nc1nnc(SCC(=O)NCCOc2ccccc2)s1	-1%	-2	2%	20%	-6%	-8%	-13%	-7%	2%	6%[46.1 µM]
CCCn1c(N)c(C(=O)CSc2ncnc3sccc23)c(=O)n(C)c1=O	-8%	-19	4%	-11%	-1%	.	.	.	-8%	3%
O=c1[nH]c(COc2ccccc2)nc2ccccc12	-3%	-5	-4%	2%	-2%	1%	-13%	-3%	-16%	3%
CCCCn1c(C)cc(C)c(S(=O)(=O)c2ccccc2C)c1=O	3%	-9	-2%	2%	-3%	-2%	-8%	0%	7%	-5%

3 entries already listed, ordered by their value in TSHR antag, low to high:
canonical_smiles | TSHR antag | ASM inhibitor | Integrin act MD | PTAP TSG101 blk | Menin MLL FP TR | CXXC DNA block | TCR act
CCCn1c(N)c(C(=O)CSc2ncnc3sccc23)c(=O)n(C)c1=O | -19 | 4% | -11% | -1% | . | . | 3%
O=[N+]([O-])c1cc(S(=O)(=O)N2CCCC2)ccc1N/N=C/c1cccs1 | -4 | 0% | 4% | -5% | ? | 8% | -5%
COCCNC(=O)/C(C#N)=C/c1c(F)cccc1Cl | -2 | -4% | -54%[inhibitor] | 0% | -1% | 7% | 2%

Next results.
SMILES	Mito fusion act	TSHR antag	ASM inhibitor	Integrin act MD	PTAP TSG101 blk	MBNL1 CUG block	Menin MLL FP TR	CXXC DNA block	A-T KAP1 phos	TCR act
Cc1ccc(N2C(=O)NC(NC(=O)c3ccc(Cl)cc3)(C(F)(F)F)C2=O)cc1 (centres undefined)	14%	-9	-1%	-27%	-7%	9%	18%	1%	0%	-12%[46.1 µM]
COC(=O)c1ccc(NC(=O)c2cccc(N3C(=O)CCC3=O)c2)cc1	-5%	0	0%	0%	-6%	.	.	.	7%	0%
COc1ccc(C2=C(CN(C)C)C(c3ccccc3)c3ccccc3O2)cc1 (centres undefined)	-11%&4%	9&41	-6%	-51%[inhibitor]	0%	-6%&0%	.	47%&9%[activator]	9%&18%	-3%
CCCS(=O)(=O)N1CCC(C(=O)NCc2ccccc2Cl)CC1	5%	3	3%	-1%	-3%	-3%	11%	-6%	-2%	-3%
